# Screening results: PubChem BioAssay, National Center for Advancing Translational Sciences (NCATS)
# BLM inh = blocks DNA unwinding by human BLM helicase; AID 2528; recombinant BLM DNA unwinding, fluorescence dequenching; Potency, µM (series often up to 56.1 µM), for inactives: at the top dose activity change, negative = inhibition, hits mostly inhibitors; actives 0.2% (n = 350,000);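 note: plate controls were vehicle for no effect and no enzyme for full effect; nearly all actives have a fitted effect of over 35% in size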
# Pol beta inh = inhibitors of human DNA polymerase beta; actives 1.3% (n = 340,000); AID 485314; P06746; Potency, µM (series often up to 114 µM), for the others: at the highest dose activity change, negative = inhibition, most hits filed as inhibitors; Pol beta primer extension/strand displacement, fluorescence kinetic; note: % is set by controls: 0 for no effect and ±100 for the full control effect
#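 Enzyme-only controls used 10 nM Pol beta; buffer lacking enzyme served as negative control. Compound preincubated 15 min, then 50 nM substrate added; 0 and 10 min reads at room temperature.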
# G9a inh = G9a (human) methyltransferase inhibition; Potency, µM (doses to about 102 µM), inactives show at the highest dose activity, negative = inhibition, hits mostly inhibitors; actives 8.8% (n = 350,000); AID 504332; G9a H3K9 monomethylation, AlphaScreen, 2 h; note: % is set by controls: 0 for no effect and ±100 for the full control effect; nearly all actives have a fitted effect of over 75% in size
# Target sequence (Q96KQ7 913-1193 limits assumed): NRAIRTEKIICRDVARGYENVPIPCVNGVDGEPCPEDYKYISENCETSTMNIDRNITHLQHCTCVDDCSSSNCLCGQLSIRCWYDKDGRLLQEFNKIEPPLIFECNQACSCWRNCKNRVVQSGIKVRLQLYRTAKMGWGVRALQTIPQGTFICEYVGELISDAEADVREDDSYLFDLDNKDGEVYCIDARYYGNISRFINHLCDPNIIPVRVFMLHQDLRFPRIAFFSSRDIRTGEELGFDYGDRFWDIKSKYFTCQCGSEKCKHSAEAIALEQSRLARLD
#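 Enzyme 20 nM + cpd, 15 min RT; add b-H3K9 pep 500 nM / SAM 20 uM; 2 h RT; anti-H3K9me1 Ab 0.5 ug/mL + SA donor / anti-rabbit acceptor beads 20 ug/mL each, 10 min; AlphaScreen read.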
# BAZ2B inh = blocks human BAZ2B; AlphaScreen BAZ2B-H3K14Ac peptide displacement; Q9UIF8; Potency, µM (series often up to 114 µM), for inactives: top-dose activity change, negative = inhibition, most hits filed as inhibitors; actives 4.4% (n = 360,000); note: % is set by controls: 0 for no effect and ±100 for the full control effect; nearly all actives have a fitted effect of over 60% in size
#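 AlphaScreen luminescence quantifies BAZ2B engagement of H3K14Ac peptide; the protein and biotinylated peptide are both at 50 nM final, buffer PBS pH 7.4 with 0.01% Tween-20, all steps at room temperature.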
# Anesthetic bind = candidate novel general anesthetic via apoferritin binding; P02791; apoferritin/1-aminoanthracene competitive binding, fluorescence; Potency, µM (titrated, usually from 77.5 µM), for inactives: at the top dose activity change, negative = displacement, actives largely listed as inhibitors; actives 0.074% (n = 350,000); note: % is set by controls: 0 for no effect and ±100 for the full control effect; nearly all actives have a fitted effect of over 20% in size
#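 In PBS, apoferritin at 10 uM is loaded with 1-AMA from a 50% saturated solution. After 10 min of compound exposure at ambient temperature, reduced 535 nm fluorescence indicates probe displacement.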
# POLH inh = DNA polymerase eta (human) inhibition; Q9Y253; recombinant Pol eta, fluorescent DNA replication assay; Potency, µM (top dose mostly 114 µM), for the others: at the top dose activity change, negative = inhibition, hits mostly inhibitors; actives 1.2% (n = 390,000); AID 588591; note: % is set by controls: 0 for no effect and ±100 for the full control effect
#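 Pol eta at 10 nM preincubated with compounds 15 min at room temperature; reaction started with fluorescent substrate (50 nM final) and read kinetically at 0 and 10 min.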
# Pol iota inh = inhibitors of human DNA polymerase iota | actives 1% (n = 390,000) | Pol iota fluorescent replication assay, 10 min | Potency, µM (top dose mostly 115 µM), inactives show at the top dose activity, negative = inhibition, hits mostly inhibitors | Q9UNA4
# Target sequence (Q9UNA4 whole entry, looked up): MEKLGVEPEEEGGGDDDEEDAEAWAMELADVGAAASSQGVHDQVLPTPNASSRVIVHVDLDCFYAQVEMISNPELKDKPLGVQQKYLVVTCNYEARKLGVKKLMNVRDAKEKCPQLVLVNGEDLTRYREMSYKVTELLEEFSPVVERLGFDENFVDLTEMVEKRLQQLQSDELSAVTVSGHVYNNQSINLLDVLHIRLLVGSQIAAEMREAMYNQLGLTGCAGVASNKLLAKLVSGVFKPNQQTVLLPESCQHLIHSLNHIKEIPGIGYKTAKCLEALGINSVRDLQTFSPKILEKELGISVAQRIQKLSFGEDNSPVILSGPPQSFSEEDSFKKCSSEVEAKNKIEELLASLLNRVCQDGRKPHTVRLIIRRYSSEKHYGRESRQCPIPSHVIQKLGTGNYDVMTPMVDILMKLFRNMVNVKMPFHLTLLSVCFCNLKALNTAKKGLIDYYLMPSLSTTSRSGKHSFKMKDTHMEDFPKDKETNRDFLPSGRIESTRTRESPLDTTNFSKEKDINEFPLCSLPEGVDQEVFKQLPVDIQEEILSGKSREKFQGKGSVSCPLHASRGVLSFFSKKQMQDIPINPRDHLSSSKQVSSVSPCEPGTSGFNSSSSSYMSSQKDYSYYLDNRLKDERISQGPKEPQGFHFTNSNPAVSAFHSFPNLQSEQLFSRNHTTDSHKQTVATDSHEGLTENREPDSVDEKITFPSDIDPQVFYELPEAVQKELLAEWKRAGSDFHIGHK
#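 Pol iota at 10 nM preincubated 15 min with compounds at room temperature; reaction started with fluorescent substrate, 50 nM final. Fluorescence read kinetically at 0 and 10 min; buffer-only wells as negative control.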
# Pol kappa inh = inhibitors of human DNA polymerase kappa; Q9UBT6; purified Pol kappa, fluorescent DNA synthesis assay, 10 min; Potency, µM (doses to about 107 µM), inactives show at the highest dose activity, negative = inhibition, hits mostly inhibitors; actives 0.53% (n = 400,000); note: % is set by controls: 0 for no effect and ±100 for the full control effect
#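 Here, compound and 10 nM enzyme are combined for 15 min at room temperature; adding 50 nM substrate (final) starts DNA synthesis, tracked by fluorescence at 0 and 10 min against buffer-only wells.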
# APE1 inh = blocks human APE1 abasic DNA cleavage | recombinant APE1, TAMRA/BHQ-2 abasic DNA cleavage fluorescence | Potency, µM (doses to about 65.8 µM), for inactives: at the top dose activity change, negative = inhibition, usual class: inhibitors | actives 0.35% (n = 350,000);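 note: plate controls were vehicle for no effect and reference inhibitor for full effect; nearly all actives have a fitted effect of over 55% in size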
#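 Substrate: short duplex with […] THF abasic site, 5'-TAMRA and 3'-BHQ-2, 50 nM final. APE1 at 0.75 nM, preincubated 15 min RT with compound. Fluorescence increase from first to third read measured activity.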
# Active calls of the source: *; ? = inconclusive; . = no result given; & = joins results of further samples; [ ] = dose if it differs, or a comment. Calls come from the whole dose curve; as a rule, active = well fitted curve in the direction sought with a large enough effect; inconclusive = small, poorly fitted or top-dose-only effect, or another doubt; inactive = no such curve, though single readings can be large; an effect the other way counts as inactive or inconclusive. Potency is the fitted concentration of half-maximal effect.
SMILES,BLM inh,Pol beta inh,G9a inh,BAZ2B inh,Anesthetic bind,POLH inh,Pol iota inh,Pol kappa inh,APE1 inh
Cc1nc(NCC2CCCO2)[nH]c(=O)c1CCC(C)C (stereo unspecified),2%,-1%,68%[activator][59 µM],1%,-15%,-16%,0%,4%,3%
COc1ccc(C(=O)N/N=C/c2sc(=O)n(Cc3cccc(C(=O)O)c3)c2Cl)cc1,1%,-7%,?,-18%,-8%,?,18%,-8%,0%
Cc1oc(-c2ccccc2F)nc1CN1CCC(C(=O)NCCC2=CCCCC2)CC1,1%,18%,6%[59 µM],-9%,-14%,-17%,5%,3%,-2%
CCCCN(C(=O)CSc1nnc2ccccn12)c1c(N)n(Cc2ccccc2)c(=O)[nH]c1=O,-12%,10%,?,4%,3%,-5%,12%,-7%,1%
O=C(CSCc1cnn(-c2ccccc2)c1-n1cccc1)NCc1ccc2c(c1)OCO2,-7%,?,?,-30%,-10%,-12%,-10%,-21%,-5%
CC(C)(C)C(=O)OC/C(N)=N/OC(=O)c1ccccc1,-2%,18%,-21%,0%,-6%,7%,24%,-11%,3%
CC(=O)c1sc(NC(=O)C2COc3ccccc3O2)nc1C (stereo unspecified),3%,3%,4%[59 µM],-4%,0%,-7%,6%,-17%,-1%
CCOc1cccc2c1OC1(C)CC2NC(=O)N1c1ccc(OC)cc1 (stereo unspecified),1%,0%,-36%,3%,-3%,-20%,-2%,-9%,-4%
CCOC(=O)c1ccc(N2C(=O)CC(NC3CCN(C(=O)c4ccc(F)cc4)CC3)C2=O)cc1 (stereo unspecified),-5%,10%,45µM*,8%,-2%,-16%,-9%,-3%,0%
CCCCCc1ccc(C2=NNC(=O)CC2)cc1,-7%,13%,?,0%,?,-11%,7%,-12%,9%
C=CCNC(=O)c1cccc(NS(=O)(=O)c2ccc(Cl)cc2)c1,-3%,6%,-29%,12%,-15%,-4%,31%[activator],-5%,?
CN1C(=O)NC(c2ccccc2)C2=C1CN(c1cccc(C(F)(F)F)c1)C2=O (stereo unspecified),3%,7%,50µM*,-3%,?,-7%,5%,-9%,-1%
O=C(CCCN1C(=O)/C(=C/c2cccs2)SC1=S)Nc1cccc(C(=O)O)c1,2%,-9%,?,-33%,-12%,-7%,-2%,-5%,?
CC(C)CCN(N=O)[C@@H](Cc1ccccc1)CN(N=O)[C@@H](Cc1ccccc1)CN(C)N=O,-9%,-4%,4%[12.7 µM],-39%,-12%,-14%,-7%,-17%,-5%
COc1ccc(-n2c(SCC(=O)NCc3ccco3)nc3sc4c(c3c2=O)CCN(C)C4)cc1,-10%,?,79µM*,-29%,-19%,?,32µM*,-24%,-17%
O=C(CSc1nccn1Cc1ccco1)Nc1cccc(F)c1,-2%&7%,6%&-8%,18%,-34%,-10%&-9%,-11%&8%,?,6%,27%
CCN(CC)C1CCN(c2nc3nonc3nc2NCCOC)C1 (stereo unspecified),0%,14%,.,8%,-6%,-17%,43%[activator],-10%,7%
O=C(CCCN1C(=O)/C(=C/c2ccc(F)cc2)SC1=S)NC1CCS(=O)(=O)C1 (stereo unspecified),-10%,?,5%,-19%,-34%,-11%,18%,-9%,-5%
CCCNC(=O)CNC(=S)N(Cc1ccccc1F)C1CCCCC1,-4%,-4%,19%,-3%,-11%,-12%,69%[activator],-2%,-4%
CCCN1C(=O)/C(=C\c2ccncc2)SC1=Nc1ccccc1,2%,12%,?,?,-13%,-1%,2%,-14%,2%

# Entries listed so far that contain a thiophene ring, fused or not:
SMILES,BLM inh,Pol beta inh,G9a inh,BAZ2B inh,Anesthetic bind,POLH inh,Pol iota inh,Pol kappa inh,APE1 inh
O=C(CCCN1C(=O)/C(=C/c2cccs2)SC1=S)Nc1cccc(C(=O)O)c1,2%,-9%,?,-33%,-12%,-7%,-2%,-5%,?
COc1ccc(-n2c(SCC(=O)NCc3ccco3)nc3sc4c(c3c2=O)CCN(C)C4)cc1,-10%,?,79µM*,-29%,-19%,?,32µM*,-24%,-17%

# (next part)
SMILES,BLM inh,Pol beta inh,G9a inh,BAZ2B inh,Anesthetic bind,POLH inh,Pol iota inh,Pol kappa inh,APE1 inh
COCCCNc1nc2c([nH]1)c(=O)[nH]c(=O)n2C,-6%,3%,-9%,13%,-2%,-7%,38%[activator],2%,-2%
O=C(NCc1nc2ccccc2[nH]1)c1c(F)cccc1F,0%,42%[activator],8%[59 µM],-11%,2%,3%,-1%,-3%,.
COc1ccc(-c2nnc(SCC(=O)Nc3cc(OC)ccc3OC)nc2-c2ccc(OC)cc2)cc1,-6%,44%,-36%[59 µM],7.9µM*,-3%,-16%,-15%,-5%[60.1 µM],.
C[C@H](CO)N1C[C@H](C)[C@@H](CN(C)CC2CCCCC2)Oc2ccc(NC(=O)Cn3cnnn3)cc2C1=O,.,.,.,.,.,-13%,-5%,16%,39%
COc1ccc(NC(=O)NNC(=O)COc2ccc3ccccc3c2)cc1OC,-7%,2%,-4%,-5%,-20%,5%,2%,-13%,2%
CCC(CCC(=O)Nc1nncs1)C(=O)O (stereo unspecified),2%,3%,-8%,1%,-5%,.,.,.,-13%
CCN(CC)CCNCc1cc(Cl)c(OCC(=O)Nc2ccccc2)c(OC)c1,-9%,7%,45µM*,-31%,-8%,?,-4%,-4%,1%
CN1CCN(C2=NC(=O)/C(=C/c3cn[nH]c3-c3ccccc3)S2)CC1,-1%,21%,-7%,-12%,0%,-13%,22%,-3%,-1%
O=C(O)c1cc(S(=O)(=O)NCC2CCCO2)ccc1Cl (stereo unspecified),2%,11%,-9%[59 µM],0%,-3%,-3%,1%,-10%,0%
Cc1c(Cl)cccc1NC(=O)CSc1nnc(C)n1-c1ccccc1,0%,-2%,7%[59 µM],.,-21%,-1%,9%,-3%,-1%
CCCN(S(=O)(=O)c1ccccc1F)S(=O)(=O)c1ccccc1Br,-8%,0%,-2%[59 µM],11%,-7%,-17%,9%,-3%,54%[activator]
CCc1nnc(NC(=O)Cc2ccc(OCc3c(C)noc3C)cc2)s1,-4%,-1%,-5%[12.7 µM],?,?,-5%,-4%,-5%,-3%
CCS(=O)(=O)N1CCN(C(=O)c2cc(OC)cc(OC)c2)CC1,-1%,25%,1%[12.7 µM],-5%,-6%,2%,15%,-6%,11%
COc1cccc(NC(=O)CNC(=O)c2ccc([N+](=O)[O-])cc2)c1,0%,5%,-2%,-9%,0%,-19%,20%,2%,3%
CC(=O)N1c2c(cc(Br)cc2S(=O)(=O)N2CCN(c3ccccn3)CC2)CC1C (stereo unspecified),-9%,0%,?,-36%,-4%,?,9%,-5%,-5%
O=C(CC12CC3CC(CC(Br)(C3)C1)C2)NC1CCCC1,1%,1%,?,3%,3%,-3%,55%[activator],-5%,24%
CCOC(=O)N1CCN(CCC(=O)Nc2cccc(Br)c2)CC1,-5%&0%,1%&-13%,1%,-2%&12%,-5%&-8%,-12%&-13%,0%&5%,-12%&-16%,-7%&14%
COc1ccc(CCCc2nnc(SCC(=O)Nc3ccc(C)cc3)o2)cc1C,2%,-2%,?,7%,-6%,-11%,-17%,-10%[60.1 µM],.
CCc1cccc(-n2nnc(S(=O)(=O)c3ccc(OC)cc3)c2C)c1,-10%,?,8%[59 µM],-16%,-5%,-9%,-14%,-10%,.
CCOc1ccc(/C=N/NC(=O)Nc2ccccc2)cc1,0%,31%[activator],-11%[12.7 µM],-27%,-4%,-14%,76%[activator],-12%,4%
CC1CC(C)(C)NC(=S)N1CCCC(=O)Nc1ccc(Br)cc1 (stereo unspecified),-4%,4%,-22%,-33%,-17%,-8%,42%[activator],-14%,0%
O=C(/C=N/O)Nc1ccc2sc3ccccc3c2c1,-6%,-17%,.,-19%,-15%,-18%,18%,-20%,0%
Cc1cccc(C)c1N=Nc1c(C)cc(O)cc1C,-15%,-3%,35µM*,18µM*,25µM*,-9%,87%[activator],-10%,1%
Cn1ncc2c(Nc3cccc(F)c3)ncnc21,-1%,8%,7%[59 µM],3%,68%[activator],-15%,-5%,-6%[60.1 µM],.
CCOC(=O)c1ccc(NC(=O)COC)cc1,-10%,-12%,-1%[12.7 µM],0%,-4%,-8%,-12%,2%,1%
O=[N+]([O-])c1cc(S(=O)(=O)Nc2cccc(Cl)c2)ccc1N=Nc1c(O)[nH]c2ccccc12,-10%,3%,-7%[12.7 µM],?,-10%,?,?,-20%,2%
Cc1cccc(NC(=S)NCc2ccco2)c1C,-1%,14%,?,-30%,-19%,-7%,11%,4%,0%
O=C(N=c1ccn(-c2nc3ccccc3nc2NS(=O)(=O)c2ccc(Cl)cc2)cc1)c1ccccc1Cl,-10%,6%,3%,-16%,39%[activator],.,.,.,-4%
O=C(NCc1ccccc1)C1CCCN(c2ncnc3c2nc2n3CCCCC2)C1 (stereo unspecified),4%,0%,.,-14%,-13%,-4%,3%,-11%,-11%
COc1ccc(C(=O)NCC(=O)OCC(=O)N2CCN(S(=O)(=O)c3ccccc3)CC2)cc1,1%,40%,22%[59 µM],1%,-10%,-7%,8%,-13%,18%
Cc1ccc(OC(=O)c2cccc(S(=O)(=O)N3CCN(C)CC3)c2)c(Br)c1,-2%,20%,.,?,-22%,4%,32%[activator],-4%,-1%
Cc1nc2c3cc(Cl)ccc3n(CCN3CCCCC3)c2s1,42%[activator],-20%,-47%[59 µM],-34%,-21%,-14%,101%[activator],-2%,-7%
COc1ccc(CN(C(=O)c2ccccc2Br)C2CCS(=O)(=O)C2)cc1 (stereo unspecified),1%,12%,?,11%,-19%,-10%,18%,0%,0%

# An excerpt from above in order of the Pol iota inh value, smallest number first:
Molecule,BLM inh,Pol beta inh,G9a inh,BAZ2B inh,Anesthetic bind,POLH inh,Pol iota inh,Pol kappa inh,APE1 inh
COc1ccc(NC(=O)NNC(=O)COc2ccc3ccccc3c2)cc1OC,-7%,2%,-4%,-5%,-20%,5%,2%,-13%,2%
Cc1oc(-c2ccccc2F)nc1CN1CCC(C(=O)NCCC2=CCCCC2)CC1,1%,18%,6%[59 µM],-9%,-14%,-17%,5%,3%,-2%
CC(=O)N1c2c(cc(Br)cc2S(=O)(=O)N2CCN(c3ccccn3)CC2)CC1C (stereo unspecified),-9%,0%,?,-36%,-4%,?,9%,-5%,-5%

# These rows are one share of the data; the hit share may differ from the screen's.
